Salmonella PhoP GFP – PhoP regulon inhibitors, Salmonella typhi PhoP promoter GFP reporter, confirmatory (AID 1850) | inhibition, % at 50 µM; hits with a dose series show IC50 in µM | Salmonella Typhi PhoP-promoter GFP reporter, fluorescence, 4 h; higher % means a stronger effect | 310,000 tested, 0.33% active; in the data active means a potency from the dose series; inconclusive means inhibition mostly from about 25% at the one dose, without a potency; inactive means the rest, 99 in 100 with inhibition below about 19%;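 further: 0% = induced wells with vehicle and 100% = uninduced wells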
H1N1 NS1A inhibition – H1N1 influenza NS1A inhibitors, functional cell based assay (AID 504329). NS1A functional cell-based assay, percent inhibition; higher % means a stronger effect. one-dose inhibition, % at 12.5 µM; IC50 in µM for titrated hits. 340,000 tested, 0.3% active; in the data active means a potency from the dose series; inconclusive means inhibition above about 27% without an active follow-up result; further: strong numbers were not always called active
H37Rv inhibition – M. tuberculosis growth inhibition, HTS (AID 449762); 330,000 tested, 0.59% active; M. tuberculosis H37Rv growth inhibition, 7H9 media; higher % means a stronger effect; inhibition, % at 25 µM, or IC50 in µM where a hit was titrated; in the data active means a potency from the dose series; inconclusive means inhibition above about 70% without an active follow-up result;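 further: bacterial growth assessed after seven days of incubation; strong numbers were not always called active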
tuberculosis growth – growth inhibition of non-replicating M. tuberculosis (AID 488890); 320,000 tested, 0.39% active; one-dose inhibition, % at 25 µM; IC50 in µM for titrated hits; Mycobacterium tuberculosis non-replicating, growth inhibition; higher % means a stronger effect; in the data active means a potency from the dose series; inconclusive means inhibition mostly from about 82% at the one dose, without a potency; inactive means the rest, 99 in 100 with inhibition below about 76%;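 further: plate controls were DMSO cells for no effect and high antibiotic wells for full effect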
inhibitors of VEEV – inhibitors of VEEV TC-83 cytopathic effect, confirmation, Vero cells (AID 588727). Vero cells, VEEV TC-83 cytopathic effect inhibition; higher % means a stronger effect. 350,000 tested, 0.13% active. inhibition, % at 20 µM, or IC50 in µM where a hit was titrated; in the data active means a potency from the dose series; inconclusive means inhibition mostly from about 14% at the one dose, without a potency; inactive means the rest, 99 in 100 with inhibition below about 12%; further: strong numbers were not always called active
inhibitors of VEEV 10K pilot screen – also measured in inhibitors of VEEV; calls as there; inhibition, %; measured here: 10K pilot screen inhibition
Active calls of the source: *; i = inactive; ? = inconclusive; . = not tested or not shown.

SMILES	Salmonella PhoP GFP	H1N1 NS1A inhibition	H37Rv inhibition	tuberculosis growth	inhibitors of VEEV	others
CCOC(=O)/C=C/C(=O)OCc1csc(CC(=O)Nc2ccccc2C)n1	-11%	-11%	-12%	-7%	2.5%
CCOc1ccc(NC(=O)CN2CCc3ccccc3C2)cc1	-4%	20%	2%	15%	2.0%
O=c1c2ccccc2[nH]c(=S)n1CCCn1ccnc1	-4%	-12%	-1%	-6%	2.1%
CN=C1SC(CC(=O)Nc2ccc(C(=O)O)cc2)C(=O)N1C (centres undefined)	3%	-1%	5%	-4%	0.6%
CCN(CC)C(=O)[C@H]1CC(CC(=O)NC/C=C(\C)CCC=C(C)C)C(=O)N2CCc3c([nH]c4ccc(OC)cc34)[C@]12C (some centres undefined)	.	2%	.	.	i
O=C(CSc1nc(Nc2ccccc2)nc(N2CCOCC2)n1)Nc1ccccc1Cl	-8%	-5%	-3%	6%	i
O=C(CCSCCC(=O)NCC1CCCO1)NCC1CCCO1 (centres undefined)	-1%	-8%	7%	3%	4.0%
COc1ccc(N2CCN(C3CCCN(Cc4ccccc4OCCO)C3)CC2)cc1 (centres undefined)	-2%	3%	-8%	-7%	0.1%
CCOc1ccc(N=C2SCC(=O)N2CC)cc1	-2%	0%	-5%	.	i
Cc1cccc(/C=C(\c2nc3ccccc3[nH]2)S(=O)(=O)c2ccccc2)c1	.	15%	.	.	?
CCOC(=O)C1CCN(c2c(Nc3ccc4c(c3)OCCO4)c(=O)c2=O)CC1	.	4%	-1%	.	1.4%
COc1ccc2nc(NC(=O)CSC(C)C(=O)Nc3cc(C)on3)sc2c1 (centres undefined)	-4%	11%	2%	55%	1.8%
O=C(NS(=O)(=O)c1ccc2c(c1)OCCO2)c1ccccc1	-4%	3%	4%	-3%	i
O=C(Nc1cccnc1)C1CCCN(c2ncnc3c2nc2n3CCCCC2)C1 (centres undefined)	-2%	4%	3%	-3%	0.7%
O=C(CN1C(=O)NC2(CCc3ccccc32)C1=O)Nc1ccccc1OC(F)F (centres undefined)	.	-5%	3%	2%	2.6%
CN1C(=O)c2ccccc2Sc2ccc(NC(=O)N3CCCC3)cc21	5%	-2%	9%	7%	3.1%
Cc1ccc(C)c(CSc2nnc(-c3cccs3)n2Cc2ccco2)c1	22%	0%	-1%	28%	4.2%
C[C@H](CO)N1C[C@H](C)[C@@H](CN(C)S(=O)(=O)c2ccccc2)Oc2ccc(NS(=O)(=O)c3cccs3)cc2C1=O	.	-3%	3%	22%	0.6%
O=C(Nc1ccccc1Cl)c1ccc(-c2ccccn2)s1	-1%	8%	6%	0%	3.3%
COc1cc(C(=O)N/C(=C\c2cn(C)c3ccccc23)C(=O)N2CCN(C)CC2)cc(OC)c1OC	.	4%	.	.	1.8%

Next part, overlapping the part above by 2 compounds.
SMILES	Salmonella PhoP GFP	H1N1 NS1A inhibition	H37Rv inhibition	tuberculosis growth	inhibitors of VEEV	others
O=C(Nc1ccccc1Cl)c1ccc(-c2ccccn2)s1	-1%	8%	6%	0%	3.3%
COc1cc(C(=O)N/C(=C\c2cn(C)c3ccccc23)C(=O)N2CCN(C)CC2)cc(OC)c1OC	.	4%	.	.	1.8%
COCCNC(=O)C(c1ccc(C)cc1)N(Cc1cccs1)C(=O)CCC(=O)Nc1ccccn1 (centres undefined)	2%	-2%	-2%	-11%	1.6%
COc1cc2cc(C#N)c(SCC(=O)Nc3cc(C)on3)nc2cc1OC	9%	7%	5%	2%	13%
O=C(COc1ncnc2c(Cl)cc(Cl)cc12)N1CCN(S(=O)(=O)c2ccccc2)CC1	10%	-3%	-5%	-17%	0.3%
COc1nc2ccccc2nc1N1CCN(c2ccc(F)cc2)CC1	7%	-23%	9%	-4%	1.9%
COc1ccc(N(C(=O)c2ccco2)C(C(=O)NC2CCCC2)c2cccs2)cc1OC (centres undefined)	5%	-1%	-5%	53%	3.5%
C=C1[C@@H](O)[C@H](CC(C)C)N(Cc2ccccc2Br)S1(=O)=O	.	2%	.	.	?
Cc1ccc(NC(=O)c2ccc(S(=O)(=O)C(F)F)cc2)c(C)c1	-14%	31%	-2%	-5%	3.9%
O=S(=O)(c1ccc(-c2nnco2)cc1)N1CCCCC1	1%	0%	-5%	-4%	0.1%
COc1ccc(C=O)cc1OS(=O)(=O)c1ccccc1[N+](=O)[O-]	-7%	16%	13%	75%	i
CC(/C=N/NC(=O)c1cccnc1)=C\c1ccccc1	-8%	0%	5%	15%	0.8%
COc1ccc(OC)c(CNC(=O)C2CCC(=O)N2C(C)C)c1 (centres undefined)	3%	0%	2%	1%	3.4%
COc1ccc(/C=N/c2oc(-c3ccccc3)cc2C#N)cc1	-8%	11%	-7%	4%	0.5%
CCC(C)NC(=O)CSc1ncnc2sccc12 (centres undefined)	-1%	0%	2%	-3%	0.3%
CC(C)=NNc1nc(-c2ccccc2)c(C)s1	12%	-15%	2%	-2%	2.8%
Cc1ccc(C(=O)Nc2nnc(S(=O)(=O)Nc3ccccc3C)s2)cc1C	-10%	-11%	-1%	25%	2.8%
CC[C@]1(C(=O)OC)[C@H]2C(=O)N(C)C(=O)[C@H]2[C@H]2CN=C(SCc3ccc(OC)cc3)N21	.	2%	.	.	0.6%
NS(=O)(=O)c1ccc(N2N=C(c3ccccc3)CC2c2ccccc2Br)cc1 (centres undefined)	.	-18%	.	.	i
CCN(CC)S(=O)(=O)c1ccc(N2CCCCC2)c(NC(=O)/C(C#N)=C/c2ccc(OC)cc2)c1	0%	-1%	-4%	11%	3.2%
CC(=O)Oc1ccc(C2C3=C(CC(C)(C)CC3=O)Nc3cc4c(cc32)OCCO4)cc1 (centres undefined)	1%	-1%	6%	20%	2.0%
CCn1c(-c2cc(-c3ccccc3)sc2N)n[nH]c1=S	9%	.	11%	-10%	6.4%

An excerpt from above in order of molecular weight, high to low.
SMILES	Salmonella PhoP GFP	H1N1 NS1A inhibition	H37Rv inhibition	tuberculosis growth	inhibitors of VEEV	others
COCCNC(=O)C(c1ccc(C)cc1)N(Cc1cccs1)C(=O)CCC(=O)Nc1ccccn1 (centres undefined)	2%	-2%	-2%	-11%	1.6%
NS(=O)(=O)c1ccc(N2N=C(c3ccccc3)CC2c2ccccc2Br)cc1 (centres undefined)	.	-18%	.	.	i
CC(=O)Oc1ccc(C2C3=C(CC(C)(C)CC3=O)Nc3cc4c(cc32)OCCO4)cc1 (centres undefined)	1%	-1%	6%	20%	2.0%
Cc1ccc(NC(=O)c2ccc(S(=O)(=O)C(F)F)cc2)c(C)c1	-14%	31%	-2%	-5%	3.9%

Continuation:
SMILES	Salmonella PhoP GFP	H1N1 NS1A inhibition	H37Rv inhibition	tuberculosis growth	inhibitors of VEEV	others
O=C1CC(c2cccnc2)c2cc3c(cc2N1)OCCO3 (centres undefined)	-7%	19%	-15%	.	1.2%
CCS(=O)(=O)c1nc(S(=O)(=O)c2ccc(C)cc2)c(NCc2ccccn2)s1	-5%	-16%	1%	13%	1.3%
COc1ccc(/C=N/NC(=O)c2ccc3c(c2)NC(=O)C(C)(C)O3)cc1OC	13%	-5%	5%	18%	11%
COc1ccc(C(=O)Nc2ccc(NC(=O)c3cccs3)cc2)cc1[N+](=O)[O-]	-12%	20%	-1%	-12%	0.9%
O=C(CSC1=NS(=O)(=O)c2ccccc2N1)Nc1ccc(F)cc1	-5%	-5%	12%	32%	i
COC(=O)c1cccc(C(=O)Nc2cnc3ccccc3c2)n1	23%	-6%	0%	-13%	8.3%
CC(=O)NCCNC(=O)CNC(=O)c1ccc(Cl)cc1	-9%	2%	3%	8%	0.2%
CC(C)OCCCn1c(=O)c2ccccc2n2c(CCC(=O)NC3CCN(Cc4ccccc4)CC3)nnc12	-17%	3%	10%	14%	i
Cc1cccc(C)c1NC(=O)C1CCCNC1 (centres undefined)	15%	-3%	-5%	2%	i
Cc1nnc(NC(=O)C(C)Sc2nnc(-c3ccco3)n2C)s1 (centres undefined)	6%	6%	2%	-3%	1.4%
COc1ccccc1CN1CCN(C(c2ccccc2)c2ccccc2)CC1	-3%	3%	63%	?	i
COc1ccc(CCNC(=O)CCC(=O)Nc2ccccc2[N+](=O)[O-])cc1OC	2%	-33%	1%	6%	i
C=CCN1C(=O)NC2(O)C(=O)c3ccccc3C12O (centres undefined)	16%	8%	2%	-2%	0.7%
CCOC(=O)CCc1c(C)n(CC)c2ncnn2c1=O	2%	-10%	-4%	-13%	0.5%
O=c1cc(N2CCN(c3ccc(F)cc3)CC2)[nH]c(=O)n1Cc1ccc(F)cc1	-1%	35%	-11%	5%	0.3%
Cc1cc(NC(=S)NC(=O)c2ccco2)c2ccccc2n1	-5%	0%	8%	73%	2.3%
O=C(Nc1ccccc1)Nc1nnc(CSCc2ccccc2Cl)s1	4%	3%	1%	16%	3.2%
CC1CCc2sc3c(c2C1)c1ncnn1c(=O)n3CC(=O)c1ccc(Br)cc1 (centres undefined)	11%	4%	3%	1%	0.8%
COc1ccc(S(=O)(=O)N2CCN(Cc3ccc(Cl)cc3)CC2)cc1	2%	-2%	-2%	19%	0.2%
NC1=NC2(CCCC2)N=C(Nc2ccccc2)N1	0%	-26%	8%	-3%	2.8%

Reprinted at random: five entries already listed, in no set order.
SMILES	Salmonella PhoP GFP	H1N1 NS1A inhibition	H37Rv inhibition	tuberculosis growth	inhibitors of VEEV	others
CCS(=O)(=O)c1nc(S(=O)(=O)c2ccc(C)cc2)c(NCc2ccccn2)s1	-5%	-16%	1%	13%	1.3%
O=C(Nc1ccccc1)Nc1nnc(CSCc2ccccc2Cl)s1	4%	3%	1%	16%	3.2%
CCOC(=O)CCc1c(C)n(CC)c2ncnn2c1=O	2%	-10%	-4%	-13%	0.5%
COc1ccc(C(=O)Nc2ccc(NC(=O)c3cccs3)cc2)cc1[N+](=O)[O-]	-12%	20%	-1%	-12%	0.9%
CC1CCc2sc3c(c2C1)c1ncnn1c(=O)n3CC(=O)c1ccc(Br)cc1 (centres undefined)	11%	4%	3%	1%	0.8%

Returning to the listing, repeating the two entries before the break.
SMILES	Salmonella PhoP GFP	H1N1 NS1A inhibition	H37Rv inhibition	tuberculosis growth	inhibitors of VEEV	others
COc1ccc(S(=O)(=O)N2CCN(Cc3ccc(Cl)cc3)CC2)cc1	2%	-2%	-2%	19%	0.2%
NC1=NC2(CCCC2)N=C(Nc2ccccc2)N1	0%	-26%	8%	-3%	2.8%
CC(NC(=O)NC1CCCCC1)C(c1cccs1)N1CCOCC1 (centres undefined)	4%	7%	-3%	-1%	0.1%	inhibitors of VEEV 10K pilot screen=0.0
Cc1cc(C(=O)Nc2ccc(F)c(Cl)c2)on1	10%	1%	-7%	16%	0.6%
CN(Cc1ccccc1)C(=O)c1nc2ccccn2c1CNCCOc1cccnc1	3%	-1%	0%	-6%	0.2%
O=C(COc1ccc(NC(=O)c2cccs2)cc1)c1ccc(F)cc1	2%	2%	-18%	-2%	2.1%
Cn1c(=O)c(=O)n(C)c2cc(S(=O)(=O)N3CCCCC3)ccc21	-4%	-6%	-3%	-4%	i	inhibitors of VEEV 10K pilot screen=1.1
CC(C)CN(C(=O)COc1ccc(Br)cc1C=O)C1CCS(=O)(=O)C1 (centres undefined)	5%	-4%	1%	-9%	9.8%
Cc1ccc(S(=O)(=O)N(C)CC(=O)OCC(=O)NC(=O)NC(C)C)cc1	14%	-10%	-5%	-12%	1.1%
